Apoferritin bind = qHTS Assay for Identification of Novel General Anesthetics | Ferritin light chain (Equus caballus), P02791 | apoferritin/1-aminoanthracene competitive binding, fluorescence | Potency, µM (series often up to 77.5 µM), inactives show at the top dose activity change, negative = displacement, most hits filed as inhibitors | 350,000 compounds, 0.074% hits | AID 485281, 2010; note: potency is the fitted concentration of half-maximal effect; % is set by controls: 0 for no effect and ±100 for the full control effect; nearly all actives have a fitted effect of over 20% in size
Target sequence (P02791 2-175 limits assumed): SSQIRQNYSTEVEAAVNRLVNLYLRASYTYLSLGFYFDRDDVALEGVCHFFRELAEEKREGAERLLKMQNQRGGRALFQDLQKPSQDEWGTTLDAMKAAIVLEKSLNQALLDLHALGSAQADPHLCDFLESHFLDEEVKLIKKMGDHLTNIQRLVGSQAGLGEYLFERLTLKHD
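Horse-spleen apoferritin (10 uM) in 50% saturated 1-aminoanthracene in PBS was incubated 10 min at room temperature with compound. Fluorescence (ex 380, em 535 nm) was normalized to free and bound 1-AMA, with concentration-response fitted by a four-parameter Hill equation.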
POLI inh = qHTS for Inhibitors of Polymerase Iota. Pol iota fluorescent replication assay, 10 min. AID 588590, 2011. DNA polymerase iota (Homo sapiens), Q9UNA4. 390,000 compounds, 1% hits. Potency, µM (series often up to 115 µM), inactives show top-dose activity, negative = inhibition, most hits filed as inhibitors; note: potency is the fitted concentration of half-maximal effect
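Pol iota at 10 nM preincubated 15 min with compounds at room temperature; reaction started with fluorescent substrate, 50 nM final. Fluorescence read kinetically at 0 and 10 min; buffer-only wells as negative control.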
Pol kappa inh = qHTS for Inhibitors of Polymerase Kappa; DNA polymerase kappa (Homo sapiens), Q9UBT6; purified Pol kappa, fluorescent DNA synthesis assay, 10 min; Potency, µM (titrated, usually from 107 µM), for inactives: at the top dose activity, negative = inhibition, hits mostly inhibitors; 400,000 compounds, 0.53% hits; note: potency is the fitted concentration of half-maximal effect; % is set by controls: 0 for no effect and ±100 for the full control effect
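Here, compound and 10 nM enzyme are combined for 15 min at room temperature; adding 50 nM substrate (final) starts DNA synthesis, tracked by fluorescence at 0 and 10 min against buffer-only wells.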
POLB inh = qHTS Assay for Inhibitors of DNA Polymerase Beta; P06746; Pol beta primer extension/strand displacement, fluorescence kinetic; Potency, µM (series often up to 114 µM), for the others: top-dose activity change, negative = inhibition, usual class: inhibitors; 340,000 compounds, 1.3% hits; note: potency is the fitted concentration of half-maximal effect; % is set by controls: 0 for no effect and ±100 for the full control effect
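Kinetic readout of DNA synthesis with strand displacement by Pol beta. Compound and 10 nM enzyme sit 15 min at room temperature; 50 nM substrate starts the reaction, read immediately and at 10 min.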
APEX1 inh = qHTS Assay for Inhibitors of the Human Apurinic/apyrimidinic Endonuclease 1 (APE1); AID 2517, 2012; 350,000 compounds, 0.35% hits; DNA repair nuclease/redox regulator APEX1 (Homo sapiens), P27695; recombinant APE1, TAMRA/BHQ-2 abasic DNA cleavage fluorescence; Potency, µM (doses to about 65.8 µM), for the others: top-dose activity change, negative = inhibition, actives largely listed as inhibitors;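 note: potency is the fitted concentration of half-maximal effect; plate controls were vehicle for no effect and reference inhibitor for full effect; nearly all actives have a fitted effect of over 55% in size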
Target sequence (P27695 whole entry, looked up): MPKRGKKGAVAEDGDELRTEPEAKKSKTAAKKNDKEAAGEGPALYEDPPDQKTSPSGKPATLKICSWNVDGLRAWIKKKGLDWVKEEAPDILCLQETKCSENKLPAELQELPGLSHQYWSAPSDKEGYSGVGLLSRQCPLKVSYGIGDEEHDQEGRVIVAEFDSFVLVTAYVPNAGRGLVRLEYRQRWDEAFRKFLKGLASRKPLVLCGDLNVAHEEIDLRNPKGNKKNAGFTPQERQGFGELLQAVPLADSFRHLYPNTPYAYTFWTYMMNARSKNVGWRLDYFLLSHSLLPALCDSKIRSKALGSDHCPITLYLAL
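Quantitative HTS: incision of a TAMRA/BHQ-2 double-stranded substrate bearing a tetrahydrofuran abasic site by 0.75 nM APE1 raises fluorescence. Substrate 50 nM final, added after 15 min compound preincubation at room temperature; progress as third-minus-first kinetic read difference.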
BLM inh = qHTS Assay for Inhibitors of Bloom's syndrome helicase (BLM); RecQ-like DNA helicase BLM (Homo sapiens), P54132; recombinant BLM DNA unwinding, fluorescence dequenching; Potency, µM (doses to about 56.1 µM), for the others: top-dose activity change, negative = inhibition, hits mostly inhibitors; 350,000 compounds, 0.2% hits; AID 2528, 2010;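 note: potency is the fitted concentration of half-maximal effect; plate controls were vehicle for no effect and no enzyme for full effect; nearly all actives have a fitted effect of over 35% in size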
Tb PGK inh = qHTS Assay to Find Inhibitors of Phosphoglycerate Kinase; Phosphoglycerate kinase, glycosomal (Trypanosoma brucei brucei), P07378; PGK/GAPDH coupled, Kinase-Glo luminescence, 60 min; Potency, µM (top dose mostly 57.5 µM), for inactives: at the top dose activity change, negative = inhibition, actives largely listed as inhibitors; 380,000 compounds, 0.043% hits; AID 602233, 2012; note: potency is the fitted concentration of half-maximal effect; % is set by controls: 0 for no effect and ±100 for the full control effect; nearly all actives have a fitted effect of over 60% in size
Target sequence (P07378 whole entry, looked up): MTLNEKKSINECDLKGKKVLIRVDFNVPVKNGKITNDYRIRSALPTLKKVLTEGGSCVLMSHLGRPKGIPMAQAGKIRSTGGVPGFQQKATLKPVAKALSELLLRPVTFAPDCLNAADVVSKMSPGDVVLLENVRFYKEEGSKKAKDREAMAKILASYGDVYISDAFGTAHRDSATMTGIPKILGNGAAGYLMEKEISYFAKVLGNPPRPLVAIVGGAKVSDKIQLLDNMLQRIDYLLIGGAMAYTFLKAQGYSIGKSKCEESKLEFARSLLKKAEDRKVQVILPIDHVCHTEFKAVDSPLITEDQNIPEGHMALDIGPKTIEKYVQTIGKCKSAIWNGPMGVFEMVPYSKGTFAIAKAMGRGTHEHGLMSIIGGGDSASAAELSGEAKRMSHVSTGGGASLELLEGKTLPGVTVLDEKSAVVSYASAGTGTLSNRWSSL
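Luminescent ATP detection (Kinase-Glo Plus) follows a 60-minute room-temperature incubation, with wells lacking PGK as controls. Buffer: 100 mM TEA (pH 7.6), 5 mM MgCl2, 0.01% Tween-20. Coupling enzyme GAPDH (100 nM final) supplies unstable 1,3-BPG in-well.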
POLH inh = qHTS for Inhibitors of Polymerase Eta; recombinant Pol eta, fluorescent DNA replication assay; AID 588591, 2011; 390,000 compounds, 1.2% hits; DNA polymerase eta (Homo sapiens), Q9Y253; Potency, µM (series often up to 114 µM), inactives show top-dose activity change, negative = inhibition, hits mostly inhibitors; note: potency is the fitted concentration of half-maximal effect; % is set by controls: 0 for no effect and ±100 for the full control effect
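Pol eta (10 nM) was preincubated with compounds for 15 min at room temperature, after which fluorescent replication substrate (50 nM final) was added to start the reaction. Fluorescence was read kinetically at 0 and 10 min.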
RXFP1 antag = qHTS Assay for Antagonists of the Relaxin Receptor RXFP1. Relaxin receptor 1 (Homo sapiens), Q9HBX9. HEK293-RXFP1, relaxin-stimulated cAMP HTRF, 30 min; active compounds read low. activity change, negative = inhibition, % at 57.5 µM. 350,000 compounds, 0.59% hits. AID 1259400, 2018;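 active = activity change of -60% or lower, but not beyond a set lower limit; inconclusive = change between -60% and -40%, or beyond the set limit; inactive = change above -40%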; note: % is set by controls: 0 for no effect and ±100 for the full control effect
The depositor's hits bear a star; i = inactive; ? = inconclusive; / = no result given; [ ] = dose if it differs, or a comment. Unless noted, calls come from the whole dose curve; as a rule, active = well fitted curve in the direction sought with a large enough effect; inconclusive = small, poorly fitted or top-dose-only effect, or another doubt; inactive = no such curve, though single readings can be large; an effect the other way counts as inactive or inconclusive. The list is partial (hit frequency here may not be typical).

SMILES	Apoferritin bind	POLI inh	Pol kappa inh	POLB inh	APEX1 inh	BLM inh	Tb PGK inh	POLH inh	RXFP1 antag
COc1ccc(Sc2ccccc2CN(C)C)cc1OC	-16.7%	11.9%	-2.3%	26.0%	0.0%	3.9%	2.8%	-20.5%	6.6
CC(=O)c1c(CSc2ccccc2)oc2ccc(O)c(CN(C)C)c12	-1.3%	13.3%	-13.0%	-28.4%	33.2%	-1.6%	-0.8%	-9.8%	-12.6
O=S(=O)(NCC(c1ccc2c(c1)OCO2)N1CCOCC1)c1ccc(Cl)cc1 (stereo not drawn)	/	2.3%	-13.0%	/	12.7%	/	-0.2%	-12.5%	-0.5
Cn1cc(Br)c(C(=O)NNC(=O)Nc2ccccc2C(F)(F)F)n1	-18.3%	?	-0.5%	-9.2%	-2.3%	-2.0%	i	-11.3%	8.8
O=C(Nc1ncnc2c1C(c1ccccc1)c1c(ccc3ccccc13)O2)c1ccccc1 (stereo not drawn)	/	28.3%	0.4%	/	-9.2%	/	-5.7%	-22.0%	/
Cc1cc(=O)oc(C)c1C(=O)NC12CC3CC(CC(C3)C1)C2	-8.4%	-11.0%	-5.8%	-13.6%	5.4%	-0.3%	-1.8%	-12.8%	-2.4
CCN(Cc1cc(=O)n2ccsc2n1)Cc1nc2cc(OC)c(OC)cc2c(=O)[nH]1	-6.4%	14.7%	11.1%	-2.8%	9.7%	-2.0%	i	13.8%	5.2
COC(=O)N/N=C/c1cccc(OC(=O)c2ccc3c(c2)OCO3)c1	6.0%	2.1%[58.9 µM]	-7.9%	17.9%	0.2%	-4.4%	-3.0%	-12.6%	-8.2
COc1ccc(-c2nnc(N3CCOCC3)c3ccccc23)cc1	-11.9%	32.8%	3.7%	-0.3%	54.7%[activator]	1.3%	1.5%	-5.3%	-2.9
CC(=O)Nc1ccc(-c2csc(NC(=O)C3=COCCO3)n2)cc1	/	3.0%	-3.1%	/	1.7%	/	-2.8%	-2.5%	-6.4
CCC(C(=O)NCc1ccc(F)cc1)n1nc(C)n2c(cc3occc32)c1=O (stereo not drawn)	-8.9%	31.8%[activator]	-5.2%	23.4%	33.1%	-0.9%	0.1%	-15.9%	14.6
COC(=O)CC1Oc2ccccc2-n2cc(-c3ccc(Cl)cc3)nc21 (stereo not drawn)	-8.0%	26.7%	6.5%	1.8%	/	-1.7%	i	-12.5%	/
Cn1c(=O)c2cn3c(c2n(C)c1=O)C(c1ccccc1)CC(c1ccccc1)=N3 (stereo not drawn)	?	6.5%	-4.9%	3.4%	6.1%	3.8%	0.2%	-13.8%	-6.1
O=[N+]([O-])c1ccc(N2CCN(C(=S)NC3CCCCC3)CC2)cc1	-23.5%	6.2%	0.0%	7.8%	-11.2%	-8.6%	-1.5%	-17.0%	-7.0
CN(NC1OC(=O)c2ccccc21)c1ccc(C(F)(F)F)cc1[N+](=O)[O-] (stereo not drawn)	-10.5%	57.1%[activator]	-6.5%	6.9%	16.8%	-8.5%	-0.1%	-7.9%	-27.8
Cc1ccc(/C=N/NC(=O)c2cccc([N+](=O)[O-])c2)o1	-12.8%	17.8%	-7.8%	-1.4%	1.9%	-3.1%	2.5%	-18.4%	/
O=C(OCc1cnc(Cl)s1)c1c(F)cccc1F	?	4.8%	-6.2%	-22.6%	-1.9%	-20.3%	-8.0%	-26.1%	5.5
O=P(C(=NCCO)NO)(N1CCOCC1)N1CCOCC1	-2.7%	11.4%	-18.2%	33.0%	6.2%	-2.3%	0.2%	-20.2%	8.4
Cc1ccc(-c2cc(C(=O)Nc3ccc(S(=O)(=O)Nc4ncccn4)cc3)[nH]n2)c(O)c1C	0.4%	?	-30.6%	?	-3.3%	-28.9%	-16.8%	44.7µM*	?
CCCC1(c2ccccc2)NC(=O)N(C/C=C/Cl)C1=O (stereo not drawn)	-4.2%	10.6%	-4.6%	1.6%	37.6%	-3.6%	-6.5%	-24.2%	-6.3
COc1ccc(NC(=O)NCc2ccncc2)cc1	-5.6%	9.8%	-0.3%	9.5%	-3.8%	2.5%	0.0%	3.8%	-3.4
Cc1ccccc1NC(=O)COC(=O)c1cc[n+]([O-])cc1	/	6.8%	5.6%	/	25.4%	/	2.7%	-2.0%	-6.9
COc1ccc(C2NC(=O)CCC2[N+](=O)[O-])cc1OC (stereo not drawn)	20.5%	-18.8%	21.8%	0.9%	54.0%[activator]	0.1%	-8.3%	-11.0%	-2.5
CN1CCN(CCCNC(=O)c2cc3c(=O)oc4ccccc4c3s2)CC1	-11.1%	18.4%	3.2%	1.2%	-2.3%	82.8%[activator]	0.3%	-18.5%	-2.1
COc1cccc(CNC(=O)c2sc3ncccc3c2-n2c(C)ccc2C)c1OC	94.2%[activator]	4.7%	-7.4%[60.1 µM]	-28.5%	/	-4.4%	i	-19.7%	-36.1
O=C(c1ccccc1)C(O)C(c1ccccc1)N1CCOCC1 (stereo not drawn)	-9.3%	-10.1%	-2.1%[60.1 µM]	-0.7%	19.1%	-7.0%	-0.2%	-9.5%	1.1
CCOC(=O)c1[nH]c(C)c(C(=O)N2CCN(c3ccc(OC)cc3)CC2)c1C	-11.0%	30.6%[activator]	5.6%	-16.2%	-4.0%	-1.8%	-6.8%	-2.5%	-4.2
CCOC(=O)N1CCN(S(=O)(=O)c2cc(Br)cc3c2N(C(=O)CC)CC3)CC1	-4.9%	12.2%	-1.8%	?	0.6%	-3.1%	2.0%	-8.8%	-0.3
CSCC[C@H](NC(=O)[C@@H]1Cc2ccccc2CN1)C(=O)NC1CCCCC1	-9.2%	14.0%	2.5%	3.8%	75.1%[activator]	-2.7%	-3.3%	-10.1%	-2.4
CC(=O)c1c(C)[nH]c(C(=O)COC(=O)CN(C)S(=O)(=O)c2ccc(Cl)cc2)c1C	?	12.3%	-5.6%	-22.5%	-2.8%	-6.0%	-0.8%	-6.5%	-11.2
COc1ccc(CCNC(=O)c2cc(C(C)C)on2)cc1OC	-7.0%	-2.3%	12.0%	22.5%	-5.3%	-1.8%	-9.4%	-8.5%	-4.1
CCOC(=O)c1c[nH]c2c(C(=O)c3ccccc3)cc(Cl)cc2c1=O	-11.9%	-3.1%	8.3%	83.6%	3.5%	-1.8%	i	-19.5%	-7.0
CC(C)CCNC(=O)CSc1nnc(-c2ccc(S(=O)(=O)N3CCCC3)cc2)n1C	-13.5%	-9.5%	-5.9%	0.0%	8.4%	-1.7%	-2.9%[11.5 µM]	-2.0%	-0.3
COc1ccccc1NC(=O)C(=O)N/N=C/c1cccs1	-16.8%	-40.2%	-24.9%	?	3.0%	-9.4%	2.4%	?	-10.5
Cc1cccc(CSc2nnc(CCNC(=O)OC(C)(C)C)o2)c1	-14.2%	40.8%[activator]	3.0%	?	-3.5%	-1.6%	-5.8%	-16.1%	-12.2
CCc1ccc(-c2cnc3nc[nH]c(=O)c3n2)cc1	/	141.7%[activator]	-6.5%	/	/	/	-4.1%	-14.3%	6.7
CC1(C)C([N+](=O)[O-])C(c2ccc(F)cc2)NC(c2ccc(F)cc2)C1[N+](=O)[O-] (stereo not drawn)	-19.7%	-23.0%[58.9 µM]	-6.3%	5.9%	-10.3%	-9.7%	i	-25.6%	-10.7
O=C(NCc1ccc2c(c1)OCO2)c1cccc(S(=O)(=O)N2CCOCC2)c1	2.1%	3.2%[58.9 µM]	-4.4%	-0.9%	4.5%	-1.8%	3.0%	-19.4%	24.8
O=C(COC(=O)c1cnccn1)Nc1ncc(Cl)cc1Cl	/	?	-15.8%	/	-7.4%	/	1.8%	22.4µM*	-11.7
CC(=O)Cc1nsc(NC(=O)c2cccc(F)c2)n1	-4.9%	30.4%	-2.3%	2.9%	5.1%	-2.6%	/	-15.4%	1.1
COc1cccc(CNS(=O)(=O)c2ccc3c(c2)NC(=O)CS3)c1	-10.8%	-6.3%	5.3%	-0.6%	35.9%	-0.9%	-7.0%	-17.5%	-1.5
COC(=O)c1ccc(N2CCN(C)CC2)c(NC(=O)COc2ccc(OC)cc2)c1	-17.3%	18.3%	-15.3%	6.3%	13.8%	-11.5%	-3.7%	1.5%	-12.1
Cc1cc2c(c(=O)n1Cc1ccccc1)C1O[C@](CCCCN3C(=O)c4ccccc4C3=O)(Cc3ccccc31)O2	?	/	/	23.4%[22.9 µM]	15.7%[12.4 µM]	-3.1%[12.4 µM]	/	/	/
O=C1CC(=O)CC(c2ccccc2Cl)C1	1.6%	-0.8%	-19.3%	-0.8%	-8.5%	5.2%	-8.3%	?	3.0
CC(=O)c1c(C)[nH]c(C(=O)NCc2ccco2)c1C	-5.7%	35.8%[activator]	5.7%	4.3%	-2.3%	-2.1%	-2.1%	-14.3%	-6.4
COc1ccc(/C=C2\Oc3cc(OCC(=O)N4CCC[C@H]4CO)ccc3C2=O)c(OC)c1	8.6%	8.5%	-21.6%	-6.9%	-18.5%	-0.6%	5.7%	?	12.4
CCCc1nc2ccc(NC(=O)NCCC(=O)OCC)cc2c(=O)n1Cc1cccc(Cl)c1	-2.0%	3.6%	-7.8%	5.1%	?	-6.1%	0.8%	-15.3%	-9.5

Screening data deposited in PubChem by National Center for Advancing Translational Sciences (NCATS).
